High-throughput results as filed in PubChem BioAssay.
USP30 inh: human USP30 deubiquitinase inhibition | hit rate 5.3% among 47,000 | Q70CQ3 | purified USP30, Ub-rhodamine cleavage fluorescence | inhibition, % at 25 µM
Target sequence (Q70CQ3 whole entry, looked up): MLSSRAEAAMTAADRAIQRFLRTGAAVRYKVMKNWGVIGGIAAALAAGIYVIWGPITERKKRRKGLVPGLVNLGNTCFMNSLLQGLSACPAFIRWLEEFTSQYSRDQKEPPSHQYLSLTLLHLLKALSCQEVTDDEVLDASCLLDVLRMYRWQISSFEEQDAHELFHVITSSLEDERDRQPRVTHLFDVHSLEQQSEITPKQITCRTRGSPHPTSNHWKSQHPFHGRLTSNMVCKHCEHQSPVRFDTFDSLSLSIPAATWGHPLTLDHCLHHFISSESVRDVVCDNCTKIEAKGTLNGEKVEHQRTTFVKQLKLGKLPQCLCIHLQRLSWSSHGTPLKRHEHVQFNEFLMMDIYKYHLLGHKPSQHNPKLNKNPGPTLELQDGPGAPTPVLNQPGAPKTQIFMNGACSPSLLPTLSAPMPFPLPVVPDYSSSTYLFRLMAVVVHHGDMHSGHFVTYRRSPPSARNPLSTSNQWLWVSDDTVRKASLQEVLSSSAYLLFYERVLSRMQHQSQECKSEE
USP7 inh: inhibitors of human USP7 deubiquitinase. hit rate 0.3% among 47,000. purified USP7, Ub-rhodamine cleavage fluorescence. inhibition, % at 20 µM
USP10 inh: blocks human USP10 ubiquitin-rhodamine cleavage; purified USP10, Ub-rhodamine fluorescence, 60 min; inhibition, % at 20 µM; hit rate 1.1% among 47,000
UCHL1 inh: human UCHL1 deubiquitinase inhibition; P09936; purified UCHL1, Ub-rhodamine cleavage fluorescence; inhibition, % at 20 µM; hit rate 0.2% among 47,000
Target sequence (P09936 whole entry, looked up): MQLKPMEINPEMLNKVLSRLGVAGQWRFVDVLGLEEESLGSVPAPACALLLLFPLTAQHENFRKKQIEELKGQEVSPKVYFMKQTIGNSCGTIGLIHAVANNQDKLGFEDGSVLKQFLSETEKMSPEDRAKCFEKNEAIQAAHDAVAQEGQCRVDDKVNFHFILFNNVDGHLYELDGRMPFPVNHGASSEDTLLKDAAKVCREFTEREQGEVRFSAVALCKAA
OTUD3 inh: human OTUD3 deubiquitinase inhibition; purified OTUD3, Ub-rhodamine fluorescence, 2 h; inhibition, % at 25 µM; hit rate 0.7% among 47,000
USP8 inh: inhibitors of human USP8 deubiquitinase; purified USP8, Ub-rhodamine cleavage fluorescence, 30 min; inhibition, % at 20 µM; hit rate 4.2% among 47,000
USP28 inh: blocks human USP28 ubiquitin-rhodamine cleavage; Q96RU2; purified USP28, Ub-rhodamine cleavage fluorescence, 30 min; inhibition, % at 25 µM; hit rate 3% among 47,000; AID 1645857
USP17 inh: human USP17-like deubiquitinase inhibition. purified USP17, Ub-rhodamine cleavage fluorescence, 3 h. hit rate 6.5% among 47,000. inhibition, % at 50 µM. A8MUK1
Numbers without * were called inactive. Cut-off read from the data, not from the text of the source: active = inhibition above about 30%; inactive = the rest. The order is random. Share with any hit: about 13%.

Cn1c(C2CCN(C(=O)c3c(F)cccc3F)C2)nc2ccncc21 (centres undefined) was read as USP30 inh -6, USP7 inh 1, USP10 inh -1, UCHL1 inh -2, OTUD3 inh -4, USP8 inh -3 and USP28 inh -7.
Screening CCn1nccc1C1CCCN1S(=O)(=O)c1cc(C)c(C)cc1C (centres undefined) returned USP30 inh -7, USP7 inh 1, USP10 inh 1, UCHL1 inh -2, OTUD3 inh -6, USP8 inh -5, USP28 inh -3 and USP17 inh -9.
For COc1c(O)c(C)c(C)c(O)c1OC (tested in a mixture with another compound) the results were USP30 inh 15, USP7 inh 5, USP10 inh 3, UCHL1 inh 1, OTUD3 inh 4, USP8 inh 9, USP28 inh 4 and USP17 inh 29.
`Cc1ccc(S(=O)(=O)c2cnc3ccc(C)cc3c2N2CCCCCC2)cc1` gave USP30 inh 13, USP7 inh 11, USP10 inh 6, UCHL1 inh 8, OTUD3 inh 13, USP8 inh 5, USP28 inh 7 and USP17 inh 8.
`CCc1nnc(-c2c(C)c(S(=O)(=O)N3CCCCC3)c(C)n2C)o1` gave USP30 inh -6, USP7 inh 1, USP10 inh -1, UCHL1 inh -2, OTUD3 inh -3, USP8 inh 6, USP28 inh -10 and USP17 inh -1.
`CC(C)CC(=O)N1CC(c2nc(-c3ccccc3)no2)C2(CCOCC2)C1` (centres undefined) gave USP30 inh -8, USP7 inh -4, USP10 inh -1, UCHL1 inh -1, OTUD3 inh -4, USP8 inh -8, USP28 inh -12 and USP17 inh 2.
`CN(C)[C@@H]1[C@@H](O)[C@H](Oc2cccc(F)c2)C[C@H]1NC(=O)c1cnn(C)c1` gave USP30 inh 14, USP7 inh 0, USP10 inh 4, UCHL1 inh 0, OTUD3 inh 11, USP8 inh 7, USP28 inh 7 and USP17 inh 0.
`Cc1cccc(OCC(O)CN2CCc3ccccc3C2)c1` (centres undefined) gave USP30 inh 10, USP7 inh -2, USP10 inh 1, UCHL1 inh 4, OTUD3 inh 10, USP8 inh 14, USP28 inh 16 and USP17 inh 6.
Screening CC(NC(=O)c1ccc(S(=O)(=O)Nc2ccccc2)cc1)c1ccc(S(N)(=O)=O)cc1 (centres undefined) returned USP30 inh 11, USP7 inh 0, USP10 inh 5, UCHL1 inh 0, OTUD3 inh 7, USP8 inh 7, USP28 inh 1 and USP17 inh 0.
O=C(NC1CC1)c1c(NC(=O)C23CC4CC(CC(C4)C2)C3)sc2c1CCCC2 was read as USP30 inh -88, USP7 inh 0, USP10 inh -5, UCHL1 inh -7, OTUD3 inh -25, USP8 inh -100, USP28 inh -19 and USP17 inh -27.
Cc1cccnc1Nc1cccc(C2CCCN2CC(N)=O)n1 (centres undefined) was read as USP30 inh -46, USP7 inh -3, USP10 inh -1, UCHL1 inh 0, OTUD3 inh 0, USP8 inh -244, USP28 inh -10 and USP17 inh -62.
For COc1ccc(S(=O)(=O)NC2CC3CCC2C3)cc1Br (centres undefined) the results were USP30 inh 14, USP7 inh -18, USP10 inh 2, UCHL1 inh 1, OTUD3 inh 0, USP8 inh 0, USP28 inh 0 and USP17 inh 0.
Screening COc1cc(OC)c2c(=O)cc(-c3ccccc3)oc2c1 returned USP30 inh -3, USP7 inh -19, USP10 inh -4, UCHL1 inh 1, OTUD3 inh -6, USP8 inh 0, USP28 inh 1 and USP17 inh -3.
Screening CN1C(=O)c2cc(NC(=O)c3ccncc3)ccc2N2CCN=C12 returned USP30 inh -16, USP7 inh 0, USP10 inh 0, UCHL1 inh 0, OTUD3 inh 8, USP8 inh -35, USP28 inh 0 and USP17 inh -6.
`COc1ccc(N2CCN(Cc3cc(=O)oc4cc(OC)ccc34)CC2)cc1` gave USP30 inh -15, USP7 inh 0, USP10 inh -1, UCHL1 inh -1, OTUD3 inh -7, USP8 inh -17, USP28 inh -9 and USP17 inh -6.
Screening O=C(Cn1cc(-c2nc(C3CC3)no2)ccc1=O)Nc1ccc(F)cc1 returned USP30 inh -29, USP7 inh 9, USP10 inh 15, UCHL1 inh 1, OTUD3 inh 2, USP8 inh 20, USP28 inh -4 and USP17 inh -3.
Screening Cc1nn(-c2ccc3nncn3n2)c2c1C(c1cc(F)ccc1F)CC(=O)N2 (centres undefined) returned USP30 inh 5, USP7 inh -3, USP10 inh 1, UCHL1 inh -3, OTUD3 inh 4, USP8 inh -23, USP28 inh -5 and USP17 inh -7.
O=S1(=O)C[C@H](NC2CCCC2)[C@@H](S(=O)(=O)c2ccc(Cl)cc2)C1 was read as USP30 inh -46, USP7 inh -8, USP10 inh -6, UCHL1 inh -8, OTUD3 inh -11, USP8 inh -2, USP28 inh -17 and USP17 inh -25.
`O=C(NC(c1ccccc1)c1nnc(N2CCCC2)o1)c1ccc(F)cc1` (centres undefined) gave USP30 inh 6, USP7 inh -1, USP10 inh 3, UCHL1 inh -1, OTUD3 inh 3, USP8 inh 0, USP28 inh 8 and USP17 inh -2.
For O=C(Nc1cnc(N2CCCCC2)nc1)c1ccc(F)cc1F the results were USP30 inh -14, USP7 inh -11, USP10 inh -7, UCHL1 inh -1, OTUD3 inh -11, USP8 inh -8 and USP28 inh 2.
CN1[C@@H](CCC(=O)NCc2cccnc2)CNC(=O)[C@@H]2[C@H]1CCN2Cc1ccccn1 was read as USP30 inh -159, USP7 inh -23, USP10 inh -2, UCHL1 inh -8, OTUD3 inh -23, USP8 inh -25, USP28 inh -33 and USP17 inh -107.
For CC(=O)Nc1cccc(NC(=O)Cn2ccc3cc(Br)ccc32)c1 the results were USP30 inh 54*, USP7 inh 13, USP10 inh 10, UCHL1 inh -1, OTUD3 inh 33*, USP8 inh 2, USP28 inh 62* and USP17 inh 61*.
`Cc1ccc(CCNC(=O)c2cc(Nc3ccccc3C)nc3ccccc23)cc1` gave USP30 inh -10, USP7 inh -7, USP10 inh 11, UCHL1 inh 6, OTUD3 inh -9, USP8 inh -3, USP28 inh 3 and USP17 inh -5.
`CC(C)(C)CC(=O)N1CCc2cc(-c3csc(NC(=O)CN4CCCCCC4)n3)ccc21` gave USP30 inh -7, USP7 inh -19, USP10 inh -3, UCHL1 inh 0, OTUD3 inh -7, USP8 inh 1, USP28 inh -7 and USP17 inh -3.
For COc1ccc(C(=O)OCC(=O)N2CCC(Cc3ccccc3)CC2)c(OC)c1 the results were USP30 inh 0, USP7 inh -1, USP10 inh -2, UCHL1 inh 0, OTUD3 inh 7, USP8 inh 1, USP28 inh 7 and USP17 inh 8.
`CCOc1ccc(CNC(=O)C(C)c2c(C)n[nH]c2C)cc1` (centres undefined) gave USP30 inh 29, USP7 inh 6, USP10 inh 3, UCHL1 inh 2, OTUD3 inh 14, USP8 inh 28, USP28 inh 16 and USP17 inh 20.
For Cc1cc(N2CCC(C)CC2)nc2ccc(NC(=O)C3CC3)cc12 the results were USP30 inh -5, USP7 inh -2, USP10 inh -3, UCHL1 inh 3, OTUD3 inh -2, USP8 inh 11, USP28 inh 21 and USP17 inh -14.
`COc1ccccc1NS(=O)(=O)c1ccc2c(c1)C(=O)N(C)c1ncccc1O2` gave USP30 inh 11, USP7 inh 3, USP10 inh 0, UCHL1 inh 3, OTUD3 inh 2, USP8 inh 12, USP28 inh 5 and USP17 inh 4.
`CCN(C)C(=O)c1cc(-c2cn(C(C)C)cn2)n2ccccc12` gave USP30 inh -222, USP7 inh -3, USP10 inh -5, UCHL1 inh -4, OTUD3 inh -44, USP8 inh -49, USP28 inh -52 and USP17 inh -54.
For CC(C)NC(=O)CNC(=O)c1nc(-c2ccc3cc[nH]c3c2)no1 the results were USP30 inh 3, USP7 inh 2, USP10 inh 1, UCHL1 inh 0, OTUD3 inh -3, USP8 inh -20, USP28 inh -3 and USP17 inh -6.
`COc1ccc2cc(C(=O)NCc3ccccn3)[nH]c2c1` gave USP30 inh -22, USP7 inh 0, USP10 inh -3, UCHL1 inh -2, OTUD3 inh -5, USP8 inh -24, USP28 inh -6 and USP17 inh -5.
O=S1(=O)C[C@@H](N2CCN(c3ccccn3)CC2)[C@H](S(=O)(=O)c2ccccc2)C1 was read as USP7 inh 0, USP10 inh -3, UCHL1 inh 0, OTUD3 inh -6, USP8 inh 0 and USP17 inh -9.
Screening CS(=O)(=O)c1cc(Cl)cnc1C1CCCN(C(=O)c2ccn[nH]2)C1 (centres undefined) returned USP30 inh 9, USP7 inh -2, USP10 inh 1, UCHL1 inh 1, OTUD3 inh -5, USP8 inh -1, USP28 inh -1 and USP17 inh 6.
`COc1c(-c2ccccc2)c2ccccc2[nH]c1=O` gave USP30 inh 6, USP7 inh -3, USP10 inh 4, UCHL1 inh 1, OTUD3 inh -1, USP8 inh 6, USP28 inh 0 and USP17 inh 1.
Screening CC(C)(C)N(Cc1ccccc1)C(=O)Cn1cnc(S(=O)(=O)N2CCCC2)c1 returned USP30 inh 12, USP7 inh -2, USP10 inh 1, UCHL1 inh -2, OTUD3 inh -1, USP8 inh -3, USP28 inh -4 and USP17 inh -1.
CC(=O)NC(Cc1ccc(C)cc1)C(=O)NC1CCN(C(=O)c2ccc(C)cc2)CC1 (centres undefined) was read as USP30 inh 14, USP7 inh 3, USP10 inh 1, UCHL1 inh 2, OTUD3 inh 6, USP8 inh 4, USP28 inh 1 and USP17 inh 2.
For CCc1nc(SCC(=O)NC(C)CCc2ccccc2)c2c3c(sc2n1)COC(C)(C)C3 (centres undefined) the results were USP30 inh 18, USP7 inh 2, USP10 inh 1, UCHL1 inh 1, OTUD3 inh 14, USP8 inh 10, USP28 inh 11 and USP17 inh 16.
For CC(=O)N1CCN(c2cc(-c3noc([C@@H]4CCCN4Cc4ccccc4C)n3)ccn2)CC1 the results were USP30 inh -56, USP7 inh 3, USP10 inh -3, UCHL1 inh 5, OTUD3 inh -3, USP8 inh 23, USP28 inh 7 and USP17 inh -18.
`Cn1cc(-c2noc(C3(c4cccc(Cl)c4)CCOCC3)n2)cn1` gave USP30 inh 2, USP7 inh 4, USP10 inh 1, UCHL1 inh 5, OTUD3 inh 0, USP8 inh 11, USP28 inh 5 and USP17 inh 3.
For Cn1nc(C(C)(C)C)cc1C(=O)Nc1ccccc1-c1ccccc1 the results were USP30 inh -18, USP7 inh -1, USP10 inh 4, UCHL1 inh 0, OTUD3 inh -2, USP8 inh 5, USP28 inh -6 and USP17 inh 1.
Screening Cc1cccc(NC(=O)c2cccn2Cc2noc(C3CC3)n2)c1 returned USP30 inh 7, USP7 inh -4, USP10 inh 1, UCHL1 inh 2, OTUD3 inh 2, USP8 inh 5, USP28 inh -2 and USP17 inh -7.
`CCOc1ncccc1C(=O)NC1CCCc2ccccc21` (centres undefined) gave USP30 inh 32*, USP7 inh 1, USP10 inh 6, UCHL1 inh 5, OTUD3 inh 15, USP8 inh 17, USP28 inh 26 and USP17 inh 15.
Screening CCN(C(=O)c1cncc(Br)c1)c1nc2ccccc2s1 returned USP30 inh 1, USP7 inh -14, USP10 inh -1, UCHL1 inh -1, OTUD3 inh 0, USP8 inh -3, USP28 inh 11 and USP17 inh 5.
O=C(c1ccc(F)cc1)N1CCCC(c2nc(-c3ccccc3)no2)C1 (centres undefined) was read as USP30 inh 19, USP7 inh -32, USP10 inh 1, UCHL1 inh 0, OTUD3 inh 2, USP8 inh 16, USP28 inh 15 and USP17 inh 12.
`Cc1noc(C)c1S(=O)(=O)N1CCc2nc(-c3ccc(F)cc3)ncc2C1` gave USP30 inh -45, USP7 inh -7, USP10 inh -4, UCHL1 inh -2, OTUD3 inh -18, USP8 inh -26, USP28 inh -11 and USP17 inh -26.
`Cc1ccccc1C(=O)N1CCC2(CC1)NC(=O)c1ccccc1N2C` gave USP30 inh 0, USP7 inh 4, USP10 inh 2, UCHL1 inh 4, OTUD3 inh 9, USP8 inh 1, USP28 inh 10 and USP17 inh 11.
Screening O=C(CCc1ccccc1)Nc1cc(=O)[nH]c2nc(COc3ccccc3)nn12 returned USP30 inh -52, USP7 inh -5, USP10 inh 6, UCHL1 inh -3, OTUD3 inh -8, USP8 inh 1, USP28 inh -26 and USP17 inh -25.
